HTT ATP protect: cytoprotection in Huntington HTT-Q103 PC12 cell model; hit rate 0.14% among 230,000; AID 1471; Potency, µM (series often up to 56.4 µM), inactives show cytoprotection (ATP increase), hits mostly activators; PC12 HTT-Q103 induced, cytoprotection, ATP luminescence, 40 h;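 note: % of control where 0% means no effect; nearly all actives have a fitted effect of over 45% in size; toxic huntingtin expression switched on by the ecdysone agonist tebufenozide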
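Huntington model: PC12 line, ecdysone-inducible HTTQ103 exon1–GFP, tebufenozide 100 nM. Test articles in a dose series. Endpoint luminescence from cellular ATP.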
Tau FP inhib: tau fibrillization inhibition (FP); K18 P301L tau heparin fibrillization, Alexa594 FP, 6 h; Potency, µM (titrated, usually from 57.7 µM), without a hit: at the top dose activity, negative = inhibition, most hits filed as inhibitors; hit rate 0.39% among 280,000; note: % is set by controls: 0 for no effect and ±100 for the full control effect; nearly all actives have a fitted effect of over 55% in size
Target sequence (P10636 561-689 P618L limits assumed): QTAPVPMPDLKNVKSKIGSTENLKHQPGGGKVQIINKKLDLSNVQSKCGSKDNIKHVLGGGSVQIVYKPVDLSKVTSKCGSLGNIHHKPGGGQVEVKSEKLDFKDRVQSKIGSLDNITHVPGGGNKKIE
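FP of Alexa 594-tau after heparin (20 uM) induction. Substrate: human K18 P301L, 15 uM unlabeled, 0.24 uM labeled. Buffer 100 mM sodium acetate pH 7. 6 hr, 37 C.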
ALDH1A1 block: ALDH1A1 (human) enzyme inhibition; P00352; Purified ALDH1A1, NADH fluorescence, propionaldehyde substrate; Potency, µM (titrated, usually from 75.3 µM), without a hit: top-dose activity, negative = inhibition, hits mostly inhibitors; hit rate 7.3% among 220,000; AID 1030; active = well fitted inhibition curve with a large enough effect, not every such curve was filed as active; inconclusive = small, poorly fitted or top-dose-only effect, or another doubt; inactive = no such curve, though single readings can be large or run the other way;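 note: plate controls were no enzyme wells and a reference inhibitor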
Target sequence (P00352 whole entry, looked up): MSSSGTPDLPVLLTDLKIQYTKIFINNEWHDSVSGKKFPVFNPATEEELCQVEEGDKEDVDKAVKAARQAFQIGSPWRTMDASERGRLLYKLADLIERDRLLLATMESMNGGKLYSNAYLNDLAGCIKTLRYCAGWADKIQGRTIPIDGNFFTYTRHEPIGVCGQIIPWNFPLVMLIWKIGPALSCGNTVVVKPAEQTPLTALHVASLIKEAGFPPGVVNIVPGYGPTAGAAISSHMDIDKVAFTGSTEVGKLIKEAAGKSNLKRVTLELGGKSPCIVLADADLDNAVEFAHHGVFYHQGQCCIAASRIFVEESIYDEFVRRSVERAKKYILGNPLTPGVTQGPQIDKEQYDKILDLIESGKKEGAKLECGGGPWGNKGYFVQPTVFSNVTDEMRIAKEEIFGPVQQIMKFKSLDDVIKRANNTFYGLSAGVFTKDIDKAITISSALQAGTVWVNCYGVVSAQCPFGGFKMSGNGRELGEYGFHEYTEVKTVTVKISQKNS
Tau fluor cs: counter-screen for tau fibril formation inhibitors; tau K18 P301L Alexa594 fluorescence, heparin fibrillization; Potency, µM (titrated, usually from 57.7 µM), without a hit: at the top dose activity change, negative = decrease; hit rate 0.93% among 280,000; note: % is set by controls: 0 for no effect and ±100 for the full control effect; nearly all actives have a fitted effect of over 55% in size
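Human tau K18 P301L (15 uM unlabeled, 0.24 uM Alexa 594-labeled) in 100 mM sodium acetate pH 7 with 20 uM heparin, 6 hr at 37 C. ThT 30 uM added, 1 hr ambient; Alexa 594 FP and total fluorescence read at 555/632 nm.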
JMJD2E inh: JMJD2E (human) inhibition | JMJD2E catalytic domain, FDH-coupled NADH fluorescence (FDH is formaldehyde dehydrogenase) | Potency, µM (titrated, usually from 57.1 µM), for inactives: at the highest dose activity change, negative = inhibition, usual class: inhibitors | hit rate 1.6% among 230,000; active = well fitted inhibition curve with a large enough effect, not every such curve was filed as active; inconclusive = small, poorly fitted or top-dose-only effect, or another doubt; inactive = no such curve, though single readings can be large or run the other way;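 note: 0% = wells with enzyme and -100% = buffer wells without enzyme; nearly all actives have a fitted effect of over 50% in size; many of its hits are not listed in these tables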
Target sequence (B2RXH2 1-337 limits assumed): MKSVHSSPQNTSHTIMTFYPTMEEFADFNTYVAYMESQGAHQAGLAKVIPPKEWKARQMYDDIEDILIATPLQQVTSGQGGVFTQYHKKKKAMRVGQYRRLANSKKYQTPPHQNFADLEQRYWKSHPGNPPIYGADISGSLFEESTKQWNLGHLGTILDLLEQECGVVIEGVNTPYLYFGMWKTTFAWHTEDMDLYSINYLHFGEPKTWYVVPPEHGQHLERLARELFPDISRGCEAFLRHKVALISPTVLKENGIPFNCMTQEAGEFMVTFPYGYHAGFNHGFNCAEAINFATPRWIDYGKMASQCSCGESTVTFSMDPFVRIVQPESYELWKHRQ
SMN2 splice up: increases expression of the SMN2 splice variant | hit rate 2.8% among 210,000 | HEK293 SMN2-luciferase splicing reporter, luminescence, 30-36 h | Potency, µM (highest dose often 46.1 µM), for inactives: at the highest dose activity change, positive = activation, actives largely listed as activators; note: % of control where 0% means no effect; nearly all actives have a fitted effect of over 55% in size
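HEK293 cells carry an SMN2 […]–luciferase reporter in which exon 7 inclusion puts luciferase in frame. Cells were plated 10-12 h before compound addition, then incubated 30-36 h at 37C. ONE-Glo luminescence was read; sodium butyrate at 4.5 mM final served as control.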
Tau fibril ThT: blocks human tau fibril formation measured by thioflavin T; P10636; recombinant tau K18 P301L (four-repeat tau fragment), heparin-induced fibrillization, ThT fluorescence; Potency, µM (doses to about 57.4 µM), for the others: at the highest dose activity, negative = inhibition, hits mostly inhibitors; hit rate 2.1% among 270,000; AID 1460; note: % is set by controls: 0 for no effect and ±100 for the full control effect; nearly all actives have a fitted effect of over 55% in size
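In this qHTS, human K18 P301L tau is incubated with compound and heparin for 6 hr at 37 C, and Thioflavin T fluorescence then reports fibril load.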
HttQ103 aggreg: mutant huntingtin aggregation inhibition. Potency, µM (highest dose often 46.1 µM), for inactives: top-dose activity change, negative = inhibition, actives largely listed as inhibitors. hit rate 1.1% among 220,000. AID 1688. PC12 HttQ103-GFP aggregates, Acumen cytometry, 40 h; note: % is set by controls: 0 for no effect and ±100 for the full control effect; nearly all actives have a fitted effect of over 60% in size
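Quantitative HTS on tebufenozide-induced (100 nM) PC12 cells stably expressing polyQ103 Huntingtin exon 1–GFP. Reduction of bright GFP aggregates, detected by laser scanning cytometry after lysis, identified actives across the titration.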
Starred values were filed as active, the others as inactive; ? = inconclusive; · = no result given; & = joins results of further samples; ! = a repeat was not active; [ ] = another dose, or the depositor's remark. Unless noted, calls come from the whole dose curve; as a rule, active = well fitted curve in the direction sought with a large enough effect; inconclusive = small, poorly fitted or top-dose-only effect, or another doubt; inactive = no such curve, though single readings can be large; an effect the other way counts as inactive or inconclusive. Potency is the fitted concentration of half-maximal effect. Some of the compounds tested. The share of hits here may be higher or lower than overall.

canonical_smiles,HTT ATP protect,Tau FP inhib,ALDH1A1 block,Tau fluor cs,JMJD2E inh,SMN2 splice up,Tau fibril ThT,HttQ103 aggreg
COc1ccc(-n2c(-c3ccccc3)cc3c2CCCC3=O)cc1,1%,0%,16µM*,-3%,5%,-1%,6%,?
CCc1ccc2c(c1)C(c1ccc([N+](=O)[O-])cc1)=NNC(c1ccc(C)cc1)=N2,1%[10 µM],13%,4%,-17%,6%,3%,-10%,10%
C=CCn1c(COc2cccc3ccc(C)nc23)nnc1SCC(=O)OC,-11%[0.074 µM],-4%,-4%,-10%,?,1%,-7%,-5%
CCC(C)(C)NC(=O)c1cccc(NC(=O)C(C)C)c1,24%[10 µM],5%,8%,4%,-2%,·,-2%,17%[9.22 µM]
Cn1c(-c2c(N)n(CCc3ccccc3)c3nc4ccccc4nc23)nc2ccccc21,-43%[inhibitor],9%,-11%,13µM*[quencher],-17%,2%,?,-29%
Cn1c(SCC(=O)c2ccccc2)nnc1-c1cccc(N)c1,0%[10 µM],5%,?,-7%,?,17%,-18%,-11%
Cc1cc2oc(C(=O)N(Cc3ccc(Cl)cc3)Cc3ccco3)c(C)c2cc1Cl,·,-14%,·,-17%,·,8%,-14%,·
CCOC(=O)c1sc(N)c(C(=O)Nc2ccccc2)c1C,-9%[10 µM],-5%,11µM*,-11%,-8%,·,-13%,-18%[9.22 µM]
O=C(O)CC(c1cccc(Cl)c1)n1cccc1 (stereo unspecified),-6%,4%,2%,-10%,-2%,-30%,-18%,15%
Cc1cccc(-n2cnc(C(=O)NC3CCCCCC3)c2)n1,-15%,-5%,?,3%,-6%,?,-2%,-2%
O=c1c2ccccc2c(-c2ccc(Br)cc2)nn1Cc1ccccc1,-48%[inhibitor],0%,?,-2%,-5%,7%,-7%,-32%
CC1=C(SCCC#N)S/C(=C2\SC(C)=C(SCCC#N)S2)S1,-12%,?,5µM*,?,-1%,26%,7.9µM*,-17%

(list continues)
canonical_smiles,HTT ATP protect,Tau FP inhib,ALDH1A1 block,Tau fluor cs,JMJD2E inh,SMN2 splice up,Tau fibril ThT,HttQ103 aggreg
CSc1nc(O)c(Cc2ccccc2)c(=O)[nH]1,21%,-3%,-1%,-8%,-3%,-16%,-2%,18%
Cc1ccc2cc(/C=C3\N=C(c4ccccc4)OC3=O)c(N3CCOCC3)nc2c1,-34%,9%,8%,2%,0%,-1%,-7%,7%
Cc1ccccc1C(=O)N[C@H](C(=O)OCC(=O)c1ccc[nH]1)C(C)C,5%[10 µM],5%,-10%,-1%,4%,-14%,-5%,-17%
COc1ccc(S(=O)(=O)N2CCCC2C(=O)Nc2ccc(C)cc2)cc1 (stereo unspecified),-9%[10 µM],-4%,6%,-7%,5%,-21%,-4%,-3%
CCc1ccc(-c2nc(CN3CCCC(C(=O)NCc4ccccc4Cl)C3)c(C)o2)cc1 (stereo unspecified),·,7%,·,-14%,·,2%,?,·
CCCCn1c(NCc2ccccc2NS(=O)(=O)c2ccc(C)cc2)nc2ccccc21,-21%,-2%,1%,?,0%,4%,-2%,-8%
COc1ccc(-c2ccc(SCC(=O)c3cccs3)nn2)cc1,1%[10 µM],-5%,-9%,?,-3%,13µM*,?,9%
COc1ccc(C)cc1NC(=O)C(=O)N/N=C(\C)CC(=O)Nc1cccnc1,18%[10 µM],-9%,?,-3%,6%,-6%,-20%,1%
CC(=O)Nc1cccc(-c2cn3ccccc3n2)c1,·,5%,?,6%,?,?,-4%,·
O=C(c1ccco1)n1nc(-c2ccc(Cl)cc2)nc1NCc1ccco1,-9%,-4%,3%,-2%,2%,15%,9%,31%
O=C1OCCN1/N=C/c1ccc([N+](=O)[O-])o1,?,-8%&-2%,?,-2%&-18%,-19%&-24%,-6%&-72%,?,2%&13%
CCn1cc(C(=O)Nc2ccc(NC(=O)c3ccco3)cc2)c(=O)c2ccc(C)nc21,14%[10 µM],5%,2%,3%,-5%,-3%,5%,8%

The list goes on.
canonical_smiles,HTT ATP protect,Tau FP inhib,ALDH1A1 block,Tau fluor cs,JMJD2E inh,SMN2 splice up,Tau fibril ThT,HttQ103 aggreg
CN(C)/C=N/c1ncc(C(=O)c2ccccc2)s1,0%[10 µM],4%,?,-1%,-12%,14µM*,-4%,-8%
CCOC(=O)C1=C(C)OC(N)=C(C(=O)OCC)C1c1cccnc1 (stereo unspecified),0%,0%,11%,-7%,6%,·,-11%,6%
COc1ccc(Cl)cc1NC(=O)CN(C)C(=O)CNC(=O)C12CC3CC(CC(C3)C1)C2,-9%,8%,-2%,-7%,-7%,22%,-3%,6%
O=C(c1cccnc1)N1N=C(c2cccs2)CC1c1ccc(F)cc1 (stereo unspecified),-45%[inhibitor],2%,-16%,-18%,-27%,-14%,-8%,-11%
COC(=O)C1(C(=O)OC)C[C@@H]2CON=C2[C@H]1c1ccccc1,20µM*!,?,11%&-12%,-22%&-5%,-4%&-2%,3%&8%,-8%&-3%,·
COc1ccc(OCCC(=O)Nc2nccs2)cc1,-28%,-3%,6%,-6%,-6%,10%,-7%,15%
COC(=O)c1ccc(NC(=O)C(C)Sc2nc(=O)cc(N)n2CCc2ccccc2)cc1 (stereo unspecified),·,-11%,·,?,·,4%,-10%,·
Cc1ccc(NC(=O)NCC2CCN(Cc3cccc(Cl)c3)CC2)cc1Cl,-90%[inhibitor],28µM*,3%,?,17%,-15%&-10%,-7%&-10%,?
COc1ccc(N2C(=O)CC(N3CCN(C(=O)c4ccco4)CC3)C2=O)cc1 (stereo unspecified),11%[10 µM],10%,?,4%,1%,8%,-5%,7%[9.22 µM]
O=C(CSc1cccc[n+]1[O-])Nc1cc([N+](=O)[O-])ccc1Cl,-21%,-7%,-13%,-9%,3%,-2%,-4%,10%
O=[N+]([O-])c1cc([N+](=O)[O-])c2n[nH]c(-c3ccccc3)c2c1,-15%,6%,5%,-10%,-8%,-14%,-9%,9%
CC(=O)Nc1ccc2c(c1)NC(=O)CC2,·,1%,12%,4%,10%,24%,7%,9%

(continued)
canonical_smiles,HTT ATP protect,Tau FP inhib,ALDH1A1 block,Tau fluor cs,JMJD2E inh,SMN2 splice up,Tau fibril ThT,HttQ103 aggreg
COCCNC(=O)CSc1nc2nn(-c3ccccc3)c(=O)c-2c2n1CCCCC2,-39%[inhibitor],4%,0%,5%,4%,-7%,-3%,5%
COc1ccc(Cn2c(O)c(C=Nc3ccccc3)c3ccccc3c2=O)cc1,18%[10 µM],?,-6%,?,?,-13%,-3%,6%
COc1cc2c(cc1OC)-c1nnc(C)n1C1(CCCC1)C2,18%[10 µM],-1%,?,-6%,0%,2%,-8%,11%
COc1ccc(NC(=O)CC2Oc3ccccc3NC2=O)cc1 (stereo unspecified),-7%[10 µM],7%,1%,-1%,10%,-13%,-5%,-22%
CC(=O)c1ccccc1OC(=O)c1ccco1,10%,7%,9%,8%,15%,18%,-7%,-16%
O=C(NCc1ccco1)C1CC(c2ccccc2C(F)(F)F)=NO1 (stereo unspecified),3%[10 µM],-3%,·,19%,-5%,·,0%,-1%[9.22 µM]
CCOc1cc(-c2nc(-c3ccc(-c4ccccc4)nc3OCC)no2)cc(OCC)c1OCC,·,-5%,·,-6%,·,5%,-5%,·
O=C(C1CCCO1)N(c1ccc(F)cc1)C1C=CS(=O)(=O)C1 (stereo unspecified),3%,0%,16%,2%,3%,3%,-1%,6%
Nc1ccccc1SCc1cn2cccnc2n1,3%[10 µM],7%,2%,2%,-10%,?,-9%,3%
O=C1C2CCCCN2C(=O)N1CCN1CCN(c2ccc([N+](=O)[O-])cc2)CC1 (stereo unspecified),-2%[10 µM],-3%,?,-7%,7%,-72%[inhibitor],?,-19%
CCOc1ncccc1C(=O)OCC(=O)c1ccc(OC)c(OC)c1,-34%[inhibitor],-12%,6%,-9%,5%,-7%,-3%,6%
Cn1c(SCC(=O)Nc2cc(C(C)(C)C)nn2-c2ccccc2)nc2ccccc21,3%[1.9 µM],14%,4%,-9%,7%,-17%,-2%,14%

(listing goes on)
canonical_smiles,HTT ATP protect,Tau FP inhib,ALDH1A1 block,Tau fluor cs,JMJD2E inh,SMN2 splice up,Tau fibril ThT,HttQ103 aggreg
CCN1/C(=C2\C(=O)N(C)C(=S)N2C)C=Cc2cc(C)ccc21,-3%[10 µM],-10%,?,-20%,?,-31%[inhibitor],?,-4%
CCSc1ncccc1C(=O)N[C@@H](CCSC)C(=O)OC,18%[10 µM],-13%,·,-4%,3%,·,1%,-11%[9.22 µM]
Cc1nn(C)c(C)c1S(=O)(=O)NC1CCCc2ccccc21 (stereo unspecified),-2%,-3%,4%,-6%,0%,-15%,-3%,2%
CCOc1ccc(CCn2c3c(c(=O)[nH]c2=O)C(NC(=O)c2cccc(F)c2)(C(F)(F)F)C(=O)N3)cc1OCC (stereo unspecified),·,-8%,·,-7%,·,3%,-2%,·
O=C(OCC#CCSc1nnc(-c2ccccc2)o1)c1cccs1,-14%,4%,20µM*,-20%,-9%,-13%,?,18%
CC1(C)Cc2ccccc2C(NNC(=O)c2ccncc2)=N1,-4%,6%,3%,1%,1%,24%,-12%,8%
Cc1ccc(C(=O)Nc2ccccc2N2CCN(C(=O)C(C)C)CC2)cc1,-22%,7%,13%,-5%,5%,-10%,-6%,-1%
COc1c2occc2c(OC)c2c(=O)cc(C(F)(F)C(F)(F)F)oc12,1%[10 µM],-5%,3%,-14%,4%,-14%,-14%,-12%
COc1ccc(-c2cc(C(F)(F)F)n3nc(C(=O)N(C)Cc4ccccc4)cc3n2)cc1OC,-36%[inhibitor],0%,?,2%,5%,-20%,6%,-1%
O=C(Nc1cccnc1Cl)c1cc(-c2ccco2)on1,13%,8%,?,-9%,-1%,-8%,-20%,-23%
COCC(C)N=Cc1c(O)[nH]c2ccccc12 (stereo unspecified),-5%,7%,1%,-7%,-7%,3%,-6%,-14%

Three compounds out of the list, sorted by molecular weight, largest number first:
canonical_smiles,HTT ATP protect,Tau FP inhib,ALDH1A1 block,Tau fluor cs,JMJD2E inh,SMN2 splice up,Tau fibril ThT,HttQ103 aggreg
Cc1nn(C)c(C)c1S(=O)(=O)NC1CCCc2ccccc21 (stereo unspecified),-2%,-3%,4%,-6%,0%,-15%,-3%,2%
CC1(C)Cc2ccccc2C(NNC(=O)c2ccncc2)=N1,-4%,6%,3%,1%,1%,24%,-12%,8%
COCC(C)N=Cc1c(O)[nH]c2ccccc12 (stereo unspecified),-5%,7%,1%,-7%,-7%,3%,-6%,-14%

High-throughput results (PubChem BioAssay)
